HGIII-sPLA2 inh – Inhibits HGIII-sPLA2 liposome hydrolysis, primary screen | Q9NZ20 | QFRET BODIPY PC-A2 liposome hydrolysis, fluorescence | inhibition, % at 12.2 µM | 370,000 tested, 0.56% active | AID 743126;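 active = inhibition above mean plus 3 SD of compounds lying within the high and low control bounds, cut at about 19% in these data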;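 also: 0% = median of test compound wells and 100% = no enzyme DMSO wells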
NPR2 activator – GC-B (human) receptor activation. P20594. HEK293-GC-B cells, CNP EC30, cGMP TR-FRET; 0% at EC30 CNP, 100% saturating CNP. activation, % at 10 µM. 370,000 tested, 0.11% active. AID 1920062;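 active = activation at 10 µM reaching about 35% in either raw or pattern-adjusted values, limit read from the data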
Target sequence (P20594 whole entry, looked up): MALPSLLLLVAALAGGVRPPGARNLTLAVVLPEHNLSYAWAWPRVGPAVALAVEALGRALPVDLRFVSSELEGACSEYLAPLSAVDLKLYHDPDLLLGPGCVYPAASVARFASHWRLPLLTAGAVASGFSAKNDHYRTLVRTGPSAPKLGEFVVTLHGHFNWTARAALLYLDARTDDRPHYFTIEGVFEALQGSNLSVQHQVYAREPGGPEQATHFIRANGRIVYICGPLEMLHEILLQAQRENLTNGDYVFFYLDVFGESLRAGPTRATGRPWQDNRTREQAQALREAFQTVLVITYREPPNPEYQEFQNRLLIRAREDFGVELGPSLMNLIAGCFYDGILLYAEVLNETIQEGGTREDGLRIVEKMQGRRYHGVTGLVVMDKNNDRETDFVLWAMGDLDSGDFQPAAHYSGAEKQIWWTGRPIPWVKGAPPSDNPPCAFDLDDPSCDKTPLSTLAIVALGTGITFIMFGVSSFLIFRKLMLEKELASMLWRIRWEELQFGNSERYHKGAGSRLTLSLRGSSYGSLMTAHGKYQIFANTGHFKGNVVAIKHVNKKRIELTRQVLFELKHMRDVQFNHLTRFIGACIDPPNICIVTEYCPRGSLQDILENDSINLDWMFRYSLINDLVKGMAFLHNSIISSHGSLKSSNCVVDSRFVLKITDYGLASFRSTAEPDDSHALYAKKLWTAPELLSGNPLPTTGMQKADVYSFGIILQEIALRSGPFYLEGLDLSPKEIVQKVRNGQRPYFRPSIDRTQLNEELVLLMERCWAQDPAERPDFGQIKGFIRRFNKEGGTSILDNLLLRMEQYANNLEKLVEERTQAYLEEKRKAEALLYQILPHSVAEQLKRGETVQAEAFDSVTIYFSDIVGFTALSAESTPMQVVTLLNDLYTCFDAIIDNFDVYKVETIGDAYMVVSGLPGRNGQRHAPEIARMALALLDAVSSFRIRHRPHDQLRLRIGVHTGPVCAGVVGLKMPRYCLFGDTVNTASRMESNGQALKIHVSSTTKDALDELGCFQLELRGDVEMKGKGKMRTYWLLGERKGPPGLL
KLK7 zymogen act – activates the human kallikrein-7 zymogen. AID 652039. 370,000 tested, 0.9% active. activation, % at 7 µM. purified proKLK7, EDANS-DABCYL substrate fluorescence; 100% is mature enzyme control, 0% vehicle;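 active = activation above the mean of all tested compounds plus 3 SD, computed per campaign excluding outliers beyond control limits, cut at about 13% in these data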
DAX1 inh-1 – inhibitors of DAX1 repression of SF-1 activated StAR promoter; HEK293T StAR-luciferase reporter, SF-1/DAX-1 repression relief; inhibition, % at 6.8 µM; 370,000 tested, 1.1% active; AID 652010;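 active = inhibition above the mean over all tested compounds plus 3 SD, cut at about 3.6% in these data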;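 also: 0% = DAX-1 cells with DMSO and 100% = cells lacking DAX-1 with DMSO; higher inhibition means more luminescence from relief of DAX-1 repression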
hgDAF-12 ag – agonists of H. glycines DAF-12 nuclear receptor; HEK293 GAL4-hgDAF12 UAS-luciferase reporter, agonist luminescence; normalized to butyrate control; activation, % at 6.8 µM; 370,000 tested, 1.8% active;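 active = activation above a cutoff set at the mean of all screened compounds plus 3 SD, cut at about 10% in these data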;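 also: 0% = DMSO wells and 100% = sodium butyrate wells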
GC-A act – GC-A (human) enzyme activation | AID 1671463 | 370,000 tested, 0.14% active | P16066 | activation, % at 10 µM | HEK293 GC-A cells, cGMP TR-FRET, EC30 ANP; 0% at EC30 ANP, 100% saturating ANP; in the data active = activation above about 40%
ssDAF-12 act – activates DAF-12 receptor from parasite S. stercoralis; AID 652126; 370,000 tested, 1% active; HEK293 ssDAF-12/GRIP1 lit1-tk-luc reporter, luminescence; % of 3 µM dafachronic acid response; activation, % at 6.8 µM;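 active = activation above the mean over all tested compounds plus 3 SD, cut at about 0.9% in these data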;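 also: 0% = DMSO-only wells and 100% = 3 µM delta7-dafachronic acid wells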
FXN GAA850 act – increases GAA850 frataxin promoter reporter activity; activation, % at 6 µM; 360,000 tested, 0.56% active; AID 540364; HEK293 lucGAA850 FXN promoter luciferase reporter, 24 h; percent of 10 µM SAHA response;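 active = activation above the average of all compounds screened plus 3 SD, cutoff fixed separately per campaign, cut at about 7.5% in these data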;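 also: 0% = DMSO wells and 100% = 10 µM SAHA wells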
SMARCA2 activ – activators of SMARCA2 function; activation, % at 9.1 µM; AID 652017; 370,000 tested, 1% active; MG213 cells, MMTV-luciferase reporter, dexamethasone, overnight; in the data active = activation above about 7.8%;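 also: 0% = vehicle wells and 100% = reference activator wells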
DAX1 inh-2 – inhibitors of human orphan nuclear receptor DAX1 (NR0B1). HEK293 Gal4-DAX1 luciferase reporter, luminescence. inhibition, % at 6.75 µM. 340,000 tested, 0.99% active. AID 504766;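 active = inhibition above the mean over all tested compounds plus 3 SD, cut at about 4.2% in these data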;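 also: 0% = DAX1-transfected cells with DMSO and 100% = empty-vector control cells with DMSO; inhibition shows as a rise in luminescence from relieved DAX1 repression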
hcDAF12 agonist – H. contortus DAF-12 activation, primary screen. 370,000 tested, 1.4% active. AID 652067. HEK293 hcDAF-12 lit1-tk-luc reporter, luminescence; 0% DMSO, 100% Δ7-dafachronic acid. activation, % at 6.8 µM;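 active = activation above the mean of all tested compounds plus 3 SD, cut at about 5.5% in these data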;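 also: 100% = response to 3 µM Δ7-dafachronic acid high control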
Active calls of the source: *; . = no result given.

cpd	molecule	HGIII-sPLA2 inh	NPR2 activator	KLK7 zymogen act	DAX1 inh-1	hgDAF-12 ag	GC-A act	ssDAF-12 act	FXN GAA850 act	SMARCA2 activ	DAX1 inh-2	hcDAF12 agonist
1	CCN(CC)C(c1ccc(C)cc1)c1nnnn1C1CCCCC1 (stereo not given)	-4	-9	-0.1	-0.3	1.9	-9	-1.1	1.8	-3	-1.3	0.5
2	O=C(CCN1CCC(c2ccccc2)C1)c1cccs1 (stereo not given)	1	0	0.9	0.1	-0.8	52*	-1.3	-1.0	-3	0.0	-1.3
3	Cc1cc(C(=O)N/N=C2\CC(=O)CC(C)(C)C2)n[nH]1	-5	4	0.0	-0.2	0.1	3	-0.3	-0.4	-2	0.8	-0.1
4	C[C@H](NC(=O)c1ccccc1)C(=O)N1CCC2(CC1)NCCc1[nH]cnc12	4	-2	-0.1	0.2	1.6	-1	-0.6	0.1	-3	1.1	0.0
5	CCOC(=O)CNc1nc(Oc2ccc(=O)n(C)n2)nc(N(CC)CC)n1	1	-4	0.5	-0.1	-5.8	4	-0.6	0.9	1	-2.2	-0.8
6	Cc1ccc(Cl)cc1N(C)C(=O)Cn1ncc2c([nH]c3ccccc32)c1=O	2	-1	0.6	-0.1	-2.1	-8	-0.5	-3.0	1	0.1	0.7
7	CCOc1cc(C(=O)Nc2ccc(S(=O)(=O)N3CCOCC3)cc2)cc(OCC)c1OCC	8	-10	-1.0	0.5	-2.4	-10	-1.2	-2.8	2	1.1	-1.3
8	CCC(CC)NC(=O)c1oc2ccccc2c1COc1ccccc1	4	0	0.5	-0.8	-2.1	2	-1.8	0.8	0	-0.3	-3.2
9	Cc1ccc(Cn2cc(CN(C3CC3)S(=O)(=O)c3ccccc3Br)nn2)cc1	-5	0	0.1	-0.9	-1.4	1	-1.8	.	-3	.	-2.4
10	COc1cc(N)c(Cl)cc1C(=O)OCC(=O)NCC1CCCCC1	-4	0	-7.4	-0.6	-1.7	1	-0.9	1.3	-3	-0.3	-0.8
11	Cc1cc(C)n(CC(O)COc2ccc(F)cc2)n1 (stereo not given)	-5	2	-0.5	-0.1	1.2	-1	-0.7	-0.3	-1	-0.1	-1.9
12	CCCC(C)C(=O)Nc1ccccc1C(=O)OCC (stereo not given)	-3	4	-0.6	-0.1	0.8	4	-1.1	-0.9	1	0.0	0.6
13	Cn1cnc(S(=O)(=O)Nc2ccccc2N2CCOCC2)c1	4	-6	0.4	0.2	3.5	5	-1.2	2.3	-1	.	0.1
14	CCCn1c(C2CC(=O)N(c3ccc(C)cc3)C2)nc2ccccc21 (stereo not given)	-3	1	0.0	0.3	1.1	3	-1.4	5.2	0	-0.8	-1.3
15	C=CCN1C(=O)c2ccc(C(=O)N3CCN(S(=O)(=O)c4ccccc4Br)CC3)cc2C1=O	-5	4	0.9	0.5	-0.1	-4	-1.1	-0.7	-1	0.3	-1.2
16	Nc1ncnc2c1ncn2CCc1ccccc1	5	-1	0.0	0.1	-0.7	5	-0.9	2.6	2	0.2	4.4
17	CC(CCc1ccccc1)NC(=O)/C=C/c1ccccc1 (stereo not given)	-8	-6	0.4	0.1	2.0	-1	-1.2	1.6	3	-0.7	1.6
18	CCn1cc(S(=O)(=O)Nc2nc3ccc(OC)cc3s2)cn1	-10	1	0.2	0.9	-0.6	7	-0.8	1.5	0	0.0	3.2
19	CCOCCCNC(=S)N(CCCN(C)C)Cc1cc2cc3c(cc2[nH]c1=O)OCCO3	6	4	1.9	0.9	0.5	5	-1.3	3.7	-1	4.7*	-2.0
20	Cc1noc(C)c1S(=O)(=O)N(C)C[C@H]1Oc2ccc(NS(=O)(=O)c3cn(C)cn3)cc2C(=O)N([C@H](C)CO)C[C@@H]1C	8	6	-1.3	0.1	3.1	3	0.9	1.3	-1	0.8	-0.1
21	CCN(CC)CCOC(=O)c1ccc(NC(=O)C(C)NC(=O)C23CC4CC(CC(C4)C2)C3)cc1 (stereo not given)	-23	1	0.1	0.6	2.8	2	-2.3	-2.7	4	0.4	4.5
22	Cc1nc(C)c2c(=O)cc(-c3ccccc3)[nH]c2n1	-1	-7	-52	-2.4	6.7	9	-1.0	-4.0	3	-1.5	-2.0
23	CN(/N=C/c1ccncc1)C1=NS(=O)(=O)c2ccccc21	4	-8	0.5	-0.4	-0.2	-13	-1.2	0.4	2	-1.4	-1.9
24	CCOC(=O)c1cc2c(nc1N)CC(C)(C)OC2	-2	4	5.1	0.7	-1.1	7	-0.7	2.8	1	0.9	-0.3
25	O=C(CSc1nnc(CNC(=O)c2c(F)cccc2Cl)o1)Nc1ccc2c(c1)OCCO2	4	-3	0.0	-1.4	-0.3	-7	-1.0	0.8	-3	0.1	-1.5
26	COc1ccc(NC2CC(=O)N(C)C2=O)cc1 (stereo not given)	-1	0	-13	-0.3	1.5	0	-0.7	-0.1	0	-0.5	1.1
27	Nc1cc(N)nc(SCC(=O)NCc2ccco2)n1	0	1	-0.3	-0.1	1.9	2	-0.9	1.8	-2	0.7	-0.3
28	COc1ccc(S(=O)(=O)NC(C)C)cc1C(=O)NC1CCCCC1	6	4	-0.3	-0.1	1.2	1	-1.0	3.7	-3	0.9	-1.6
29	COc1cccc(-c2csc(NC(=O)Oc3ccccc3)n2)c1	-3	-2	0.4	1.1	7.0	5	-0.2	2.6	4	0.6	0.5
30	Cc1cc(C)nc(SCC(=O)N/N=C/c2cccs2)n1	1	7	0.0	0.7	2.4	-2	-1.7	2.5	-3	2.1	1.0
31	CCN(CC(=O)NCc1cccs1)C(=O)c1cccc(Cl)c1	-3	3	-0.1	-0.1	1.7	-2	-0.9	0.4	-2	-0.1	-1.3
32	CC(C)(C)c1ccc(C(CC(=O)O)NC(=O)Cc2ccc(Cl)cc2)cc1 (stereo not given)	-11	-2	0.5	-0.3	1.9	-5	-0.9	0.7	0	0.5	-1.3
33	Cc1cc(C)cc(OCC(=O)N(C)CC(=O)Nc2ccc(Cl)c(C(F)(F)F)c2)c1	2	-2	0.4	-1.4	4.1	-2	-1.7	2.0	-3	-0.5	-1.1
34	CCOc1ccc(CNC(=O)CCn2c(=O)oc3ccccc32)cc1	0	-1	0.2	-0.8	2.0	-7	-1.6	4.3	-3	-0.1	-1.5
35	CCOc1c2ccc(C(=O)NCc3ccc(C)cc3)cc2nn1CCOC	4	3	6.4	-0.5	-2.0	1	-1.1	1.6	-1	-0.1	-0.2
36	CCC(=O)Nc1ccc2c(c1)nc(CCN1CCN(c3ccccn3)CC1)n2C	2	-2	0.9	0.0	-2.0	-3	-1.2	1.5	0	-1.6	-1.9
37	Fc1ccc(OCCOCCNCC2CCCO2)cc1 (stereo not given)	2	4	-1.0	-0.6	0.3	-2	-1.1	-0.9	-5	0.9	-1.2
38	COC(=O)C1=C(C)N(Cc2ccc(C(F)(F)F)cc2)C(=NCc2ccccc2)NC1c1ccc(Cl)cc1 (stereo not given)	2	-6	0.3	0.4	1.0	-8	-0.8	.	0	.	3.9
39	Cc1ccc(F)cc1C(=O)N1CCCCC1c1cc(C(=O)Nc2cccc(C#N)c2)no1 (stereo not given)	0	-1	0.9	-2.4	-0.5	-3	-2.0	-1.4	-3	.	1.1
40	Cn1c(-c2cccc([N+](=O)[O-])c2)cnc1NCc1cccc(F)c1	-2	4	0.1	-0.4	1.9	-6	-0.7	0.1	-1	-0.9	-2.1
41	C=CCn1c(SCCN2CCOCC2)nc2c1c(=O)[nH]c(=O)n2C	3	-2	-0.2	0.7	2.4	-5	-0.5	0.3	3	-0.3	-1.2
42	CC(C)C(=O)Nc1ccc(-c2nc3ncccc3o2)cc1	5	2	14*	2.4	8.8	0	0.8	3.9	3	1.3	2.8
43	O=C(Nc1ccccc1F)N(Cc1ccc(F)cc1)Cc1nc2ccccc2c(=O)[nH]1	5	2	0.4	0.0	1.2	2	-1.3	0.0	-1	-0.4	-0.4
44	C=CCN1[C@@H](C)[C@H](c2ccccc2)Oc2cccc(N3CCCC3)c2S1(=O)=O	9	-2	-0.2	0.1	0.6	-3	-1.4	.	-2	.	0.3
45	O=S(=O)(NC1CC1)c1ccc(S(=O)(=O)N2CCCc3ccccc32)cc1	-33	-3	-0.4	-1.6	-3.5	-1	-2.1	1.4	-4	-1.6	-1.8
46	CCCC/S(C)=N/S(=O)(=O)c1ccc(C)cc1 (stereo not given)	-2	1	0.7	-0.3	0.2	2	-1.9	1.9	7	-0.8	-0.7
47	CS(=O)(=O)Nc1ccc(C(=O)NC2CC3CCC2C3)cc1 (stereo not given)	7	7	0.2	-0.7	-0.4	0	-1.2	4.0	-1	0.2	-0.9
48	Cc1ccccc1CN(c1ccc(C(=O)Nc2cccnc2)cc1)S(C)(=O)=O	-16	-1	0.7	0.8	0.6	-8	-1.3	-1.1	0	-1.1	-1.3
49	Cc1c(CN(C)C)c2c(n1Cc1ccccc1)C(=O)c1ccccc1-2	0	-26	0.5	-0.2	-3.1	-18	-0.7	-3.3	0	0.1	-1.7
50	CC(Sc1nnc2ccccn12)C(=O)Nc1ccc2c(c1)OCCO2 (stereo not given)	-2	-1	0.3	3.3	-1.2	-3	-1.0	-0.8	3	2.3	-0.1
51	CCCCn1c(N)c(N(C)C(=O)C2CCCC2)c(=O)[nH]c1=O	13	5	0.0	1.0	2.6	4	-1.4	1.4	-2	0.0	-0.3
52	Cc1cccc(-n2ncc(C#N)c2N)c1	10	5	-0.3	-0.1	-1.2	1	-1.1	2.4	0	0.1	-0.8
53	COCCN1CCC(CNCc2cn(-c3cc(C)ccc3C)nc2-c2ccccc2)C1 (stereo not given)	-13	1	0.5	0.8	2.9	3	-1.2	-1.0	2	0.4	1.2
54	CC(Sc1nnc(C2CC2)n1C1CC1)C(=O)Nc1cccc(S(=O)(=O)N(C)C)c1 (stereo not given)	0	3	-0.5	-0.3	-0.8	0	-1.4	-0.2	-1	-0.4	-0.5
55	O=C(Nc1cccc(S(=O)(=O)NCc2ccco2)c1)c1cc(-c2ccc(F)cc2)nc2ccccc12	-22	-3	-1.9	-0.6	1.1	2	-0.7	-0.8	-3	-1.6	0.3
56	COc1ccc(Nc2nc(N)nc(CSC(=S)N3CCN(c4ccccc4)CC3)n2)cc1	-16	3	-1.0	-0.5	-0.6	-6	-2.2	3.3	-1	-0.9	-3.4
57	CC(=O)c1ccccc1NC(=O)c1cc(S(=O)(=O)N2CCOCC2)ccc1N1CCCC1	-1	3	-1.0	0.6	0.9	2	-1.4	-0.5	-1	-1.0	1.5
58	Cc1cc(C(=O)OCCO)c(C#N)c(N)n1	-2	4	-138	-0.2	1.5	6	-1.1	-2.5	-2	0.9	-0.7

Assay outcomes as filed in PubChem BioAssay.
